High-throughput results (PubChem)
ANO1 activ: activates or potentiates the mouse TMEM16A chloride channel; B-score at 10 µM; AID 623877; HEK293 TMEM16A/YFP-H148Q/I152L, iodide quench fluorescence; stronger effect = lower value; actives 0.3% (n = 340,000); Q8BHY3;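 active = fluorescence-ratio B-score plate-corrected deviation score at least 3 library SD below zero, with starting fluorescence score within 5 deviations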;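 also: channel opened by trigger with iodide after compound preincubation; score built on the fluorescence ratio of max minus min over baseline; more negative score means more quench and so TMEM16A activation or potentiation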
hERG rescue: compounds protecting human hERG from proarrhythmic drug block. CHO-hERG, FluxOR thallium flux, dofetilide IC70 present. activation (rescue from dofetilide block), less the hit threshold, % at 10 µM. actives 0.51% (n = 310,000);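 active = activation above the mean of controls blocked by dofetilide plus 5 SD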;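 also: thallium influx through hERG after potassium depolarization seen as dye fluorescence rise; in these data hits start at about 4.7%; inactives centre near -7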
RGS4 block: inhibitors of human RGS4. P49798. HEK293 M3R/RGS4 inducible, Fluo-4 calcium flux; stronger effect = higher value; triggered by carbachol at its EC20. B-score at 10 µM. actives 0.45% (n = 310,000). AID 463165;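 active = B-score, a plate-corrected calcium signal, over three deviations above library mean, with baseline fluorescence within five deviations of library mean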;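 also: RGS4 expression induced by doxycycline in cells with stable M3 receptor; B-score is computed from the integrated fluorescence ratio over baseline after carbachol; higher B-score means a larger calcium signal and so more RGS4 inhibition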
Target sequence (P49798 whole entry, looked up): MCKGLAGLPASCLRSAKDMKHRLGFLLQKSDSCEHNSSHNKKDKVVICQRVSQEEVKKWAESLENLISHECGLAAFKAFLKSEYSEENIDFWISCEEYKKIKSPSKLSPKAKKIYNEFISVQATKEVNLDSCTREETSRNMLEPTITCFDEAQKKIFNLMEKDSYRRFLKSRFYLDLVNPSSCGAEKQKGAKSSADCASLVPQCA
RGS4 act: potentiators or activators of RGS4. HEK293 M3R/inducible RGS4, carbachol calcium flux Fluo4; stronger effect = lower value. B-score at 10 µM. actives 0.92% (n = 310,000). AID 463111;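 active = B-score of the integrated calcium signal more than 4 SD below the library mean, with starting fluorescence not abnormally high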;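 also: negative B-score means reduced calcium response which marks RGS4 activation or potentiation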
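Also added: carbachol at ECmax as muscarinic agonist stimulus; Assay system: HEK293 cells with stable M3R and inducible RGS4; Timing: overnight RGS4 induction, 30 min dye load 37 °C, 20 min compound RT; Measured by: Fluo4-AM (2 µM) calcium-flux fluorescence, kinetic read.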
KCNQ1 pot: potentiators or activators of human KCNQ1 potassium channel; P51787; CHO-K1 KCNQ1, thallium flux FluxOR fluorescence; stronger effect = higher value; B-score at 10 µM; actives 0.35% (n = 310,000);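 active = fluorescence ratio B-score, a plate-corrected score, at least three library SD, with initial intensity B-score within 5 SD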
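assay system = CHO-K1 cells stably expressing KCNQ1 | medium = assay buffer, equal DMSO in all wells | timing = 37 °C overnight plating, 90-min dark dye load, 20-min compound pretreatment | measured by = kinetic FluxOR thallium fluorescence, 10-s 1-Hz baseline, 110-s post-stimulus read | measure = fluorescence change relative to baseline, converted to B score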
KCNK3 block: human KCNK3 channel inhibition, primary screen; O14649; CHO-KCNK3 thallium flux, FluxOR fluorescence; stronger effect = lower value; B-score at 10 µM; actives 0.84% (n = 340,000);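 active = B-score under library mean minus 4 SD, starting fluorescence ratio at most library mean plus 5 SD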;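 also: more negative B-score means stronger inhibition of thallium flux through KCNK3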
Target sequence (O14649 whole entry, looked up): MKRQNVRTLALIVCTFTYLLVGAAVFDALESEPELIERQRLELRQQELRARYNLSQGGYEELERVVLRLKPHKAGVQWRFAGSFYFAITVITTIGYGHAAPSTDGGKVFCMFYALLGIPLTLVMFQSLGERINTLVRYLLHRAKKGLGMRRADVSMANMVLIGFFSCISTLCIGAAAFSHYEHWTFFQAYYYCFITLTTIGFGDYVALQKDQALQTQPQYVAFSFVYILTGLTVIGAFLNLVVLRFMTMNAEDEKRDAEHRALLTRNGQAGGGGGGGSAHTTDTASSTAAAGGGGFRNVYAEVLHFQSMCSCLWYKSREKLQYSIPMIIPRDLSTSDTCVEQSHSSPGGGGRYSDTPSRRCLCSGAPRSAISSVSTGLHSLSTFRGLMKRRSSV
KCNK9 block: blocks the human KCNK9 two-pore domain potassium channel. Q9NPC2. HEK293 KCNK9, FluxOR thallium flux fluorescence; stronger effect = lower value. actives 1.2% (n = 310,000). B-score at 10 µM;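 active = ratio B-score over 3 SD below the library mean, with starting fluorescence within 5 SD of its mean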;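 also: negative B-score means less thallium flux so channel inhibition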
MrgX1 allo act: allosterically activates human MrgX1 receptor signaling; MrgX1-HEK293, Fluo-4 calcium flux, FDSS; stronger effect = higher value; B-score at 10 µM; actives 0.63% (n = 310,000);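 active = plate-corrected calcium response at least 3 library SD above typical, normal starting fluorescence, not activating the receptor alone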;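 also: compound read alongside a low EC10 to EC30 dose of BAM8-22 agonist; peak minus trough fluorescence over baseline measured at the second addition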
Target sequence (Q96LB2 whole entry, looked up): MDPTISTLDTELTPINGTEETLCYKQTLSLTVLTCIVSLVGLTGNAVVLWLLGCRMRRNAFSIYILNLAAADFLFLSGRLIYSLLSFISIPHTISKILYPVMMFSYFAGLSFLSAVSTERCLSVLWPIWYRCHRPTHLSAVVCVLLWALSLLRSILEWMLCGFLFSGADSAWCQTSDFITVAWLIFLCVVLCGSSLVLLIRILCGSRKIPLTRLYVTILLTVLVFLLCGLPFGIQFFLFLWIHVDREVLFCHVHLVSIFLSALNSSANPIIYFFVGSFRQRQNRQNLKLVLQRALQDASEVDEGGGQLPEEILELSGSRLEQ
MrgX1 agonist: human MrgX1 receptor agonism, primary screen. Q96LB2. MrgX1-HEK293 cells, Fluo-4 calcium fluorescence, agonist mode; stronger effect = higher value. B-score at 10 µM. actives 0.44% (n = 310,000);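 active = calcium response B-score plate-corrected fluorescence ratio at least 3 library SD, with starting fluorescence B-score inside 5 SD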
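Assay system: stable human MrgX1 HEK293 cell line. Quantity: 15,000 cells per well. Schedule: cells plated overnight, dye loaded 0.5 h 37 °C, 0.5 h room temperature. Detection: Fluo-4 NW calcium-flux fluorescence, kinetic read. Read-out basis: peak-minus-minimum fluorescence over baseline, converted to B scores. Control set: positive and negative control wells on each plate.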
KCNQ1 inh: inhibitors of human KCNQ1 potassium channel; P51787; B-score at 10 µM; CHO-K1 KCNQ1, FluxOR thallium flux fluorescence; stronger effect = higher value; actives 1.3% (n = 310,000);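 active = compounds whose thallium flux B-score, printed positive for inhibition, exceeds three library SD while starting fluorescence stays within three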;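 also: channel opened by potassium depolarization with thallium stimulus after 20 min compound exposure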
ANO1 block: inhibitors of mouse TMEM16A calcium-activated chloride channel. Q8BHY3. HEK293 TMEM16A/YFP iodide influx fluorescence, ionomycin. normalized B-score (activity score, 25-100; higher = stronger inhibition) at 10 µM. actives 1.2% (n = 310,000);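 active = ratio plate-corrected score three or more library SD toward inhibition, starting fluorescence score within five deviations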;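 also: score derived from kinetic fluorescence span divided by baseline fluorescence per well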
* = called active by the depositor; i = inactive; . = no result given.

Every second line gives: MrgX1 agonist | KCNK3 block | hERG rescue | KCNK9 block | MrgX1 allo act | RGS4 act | RGS4 block | ANO1 activ | KCNQ1 pot | KCNQ1 inh | ANO1 block
> CC(C)C(=O)c1cn(CC(=O)NCC2CCCO2)c2ccccc12 (stereo not drawn)
→ i | i | -10.8 | i | i | i | i | i | i | i | i
> Cc1c(C(=O)N/N=C/c2cccnc2)nnn1-c1nonc1N
→ i | i | -4.1 | i | i | i | i | i | i | i | i
> CC(C)CC(C(=O)O)N1C(=O)[C@@H]2[C@H](C1=O)[C@@H]1C[C@H]2C(Br)C1Br (stereo partly drawn)
→ i | i | -4.6 | i | i | i | i | i | i | i | i
> Cc1cc(/C=N/Nc2nc(N3CCOCC3)nc(N3CCOCC3)n2)c(C)n1-c1ccccc1
→ i | i | -9.5 | i | i | i | i | i | i | i | i
> Cc1ccccc1Nc1c(-c2ccccn2)nc2c(C)cccn12
→ i | i | -9.6 | i | i | i | i | i | i | i | i
> COc1ccc(OC)c(NC(=S)NCc2ccco2)c1
→ i | i | -8.8 | i | i | i | i | i | i | i | i
> c1cc(CSc2nnc(-c3ccc4c(c3)OCO4)o2)ccn1
→ i | i | -10.2 | i | i | i | i | i | i | i | i
> C=CCOc1nc(-c2ccccc2Cl)nc2ccccc12
→ i | i | -2.5 | i | i | i | i | i | i | i | i
> Cc1cccc(N2C(=S)N=C(Nc3c(C)cccc3C)C23CCOC(C)(C)C3)c1 (stereo not drawn)
→ i | i | -9.0 | i | i | i | i | i | i | i | i
> COc1ccc(C(=O)N[C@H]2COC(C)(C)O[C@H]2c2ccccc2)cc1
→ i | i | -5.6 | i | i | i | i | i | i | i | i
> Cc1ccc(Cn2c(=O)n(-c3ccccc3)c(=O)c3ccc(C(=O)NCc4ccco4)cc32)cc1
→ i | i | 0.7 | i | i | i | i | i | i | i | i
> Cc1ccc(CN(C#N)c2nc(C)cc(C)n2)cc1
→ i | i | -4.7 | i | i | i | i | i | i | i | i
> O=C(Nc1ccc2oc(-c3ccncc3)nc2c1)c1ccc(Br)o1
→ i | i | -2.4 | i | i | i | i | i | i | i | i
> C=CCC(CC=C)(NC(=O)c1cccc(C)c1)c1ccccc1
→ i | i | -4.1 | i | i | i | i | i | i | i | i
> Cc1ccc(/C=C2\SC(N3CCCCC3)=NC2=O)cc1
→ i | i | -6.4 | i | i | i | i | i | i | i | i
> O=C(Nc1ccccc1N1CCCC1)c1ccc(Br)o1
→ i | i | -9.7 | i | i | i | i | i | i | i | i
> COc1ccccc1NC(=O)CN1C(=O)CC(C)S(=O)(=O)c2ccccc21 (stereo not drawn)
→ i | i | -9.3 | i | i | i | i | i | i | i | i
> Cc1ccccc1OCC(O)CN1CCN(c2ccccn2)CC1 (stereo not drawn)
→ i | i | -14.9 | i | i | i | i | i | i | i | i
> O=C(CSc1nc(Nc2ccccc2)nc(N2CCOCC2)n1)N1CCCC1
→ i | i | -8.9 | i | i | i | i | i | i | i | i
> Clc1cccc(CSc2nc3ccncc3[nH]2)c1
→ i | i | -7.7 | i | i | i | i | i | i | i | i
> O=C(Nc1ccc(F)cc1F)c1cc2ccccc2oc1=O
→ i | i | -8.8 | i | i | i | i | i | i | i | i
> COc1ccc(C(O)(C(C)C)C(CN2CCOCC2)c2ccc(Cl)cc2)cc1 (stereo not drawn)
→ i | i | -7.3 | i | i | i | i | i | i | i | i
> C#CC[N+](C)(C)C(C#Cc1ccccc1)CC=C (stereo not drawn)
→ i | i | -10.3 | i | i | i | i | i | i | i | i
> Cc1ccc(CNC(=O)CCS(=O)(=O)c2ccc3c(c2)NC(=O)C(C)S3)cc1 (stereo not drawn)
→ i | i | -8.6 | i | i | i | i | i | i | i | i
> O=C(NCc1nc2ccccc2[nH]1)c1cccc(S(=O)(=O)N2CCCCC2)c1
→ i | i | -4.6 | i | i | i | i | i | i | i | i
> CN(c1ccccc1)c1nc(N)c([N+](=O)[O-])c(N2CCCCCC2)n1
→ i | i | -4.3 | i | i | i | i | i | i | i | i
> CC(=O)c1cn(CC(=O)Nc2ccc(C)cc2)c2ccccc12
→ i | i | -11.5 | i | i | i | i | i | i | i | i
> CCN1C(=O)Cc2cc(S(=O)(=O)NCCc3ccccc3)ccc21
→ i | i | -6.8 | i | i | i | i | i | i | i | i
> Cc1ccc(/C=N/NC(=O)C(O)c2ccccc2)o1 (stereo not drawn)
→ i | i | -11.5 | i | i | i | i | i | i | i | i
> Cc1ccc(C23CC4CC(CC(C(=O)N5CCOCC5)(C4)C2)C3)cc1
→ i | i | -5.8 | i | i | i | i | i | i | i | i
> CCc1nc2oc3cc(OC)ccc3c(=O)c2c(=O)n1Cc1ccccc1
→ i | i | -13.5 | i | i | i | i | i | i | i | i
> CCN(C(=O)COC(=O)c1ccc2c(=O)n3c(nc2c1)CCC3)C1CCS(=O)(=O)C1 (stereo not drawn)
→ i | i | -2.0 | i | i | i | i | i | i | i | i
> C/C(CC(=O)Nc1ccc2c(c1)OCCO2)=N\NC(=O)c1cccc(O)c1
→ i | i | -1.7 | i | i | i | i | i | i | i | i
> Cc1ccc2[nH]c(C(F)(F)F)cc(=O)c2c1
→ i | i | -10.6 | i | i | i | i | i | i | i | i
> COc1ccc(NC(=O)CSCC(=O)Nc2ccc(S(=O)(=O)N3CCCCC3)cc2)cc1
→ i | i | -8.2 | i | i | i | i | i | i | i | i
> O=C(Nc1nnc(CCS(=O)(=O)c2ccc3ccccc3c2)s1)c1ccc([N+](=O)[O-])cc1
→ i | i | -7.8 | i | i | i | i | i | i | i | i
> Oc1cccc(/C=N/Nc2nn3cnnc3c3ccccc23)c1
→ i | i | -15.9 | i | i | i | i | i | i | i | i
> O=c1c2c3nc4ccccc4nc3n(CC3CCCO3)c2ncn1CCc1ccccc1 (stereo not drawn)
→ i | i | -7.9 | i | i | i | i | i | i | i | i
> O=C1/C(=C/c2ccc(O)c([N+](=O)[O-])c2)SC(=S)N1Cc1ccccc1
→ i | i | -13.8 | i | i | i | 7.76* | i | i | 8* | i
> CC(=O)OC1(C(F)(F)F)Oc2ccccc2NC1=O (stereo not drawn)
→ i | i | -15.5 | i | i | i | i | i | i | i | i
> N#C/C(=N\Nc1ccccc1F)C(=N)N1CCCCC1
→ i | i | -15.1 | i | i | i | i | i | i | i | i
> COc1cccc(NC(=O)N2CCC(NC(=O)C(Cc3ccccc3OC)NC(C)=O)CC2)c1 (stereo not drawn)
→ . | i | -8.2 | i | . | i | i | i | i | i | .
> CS(=O)(=O)N(CC(=O)Nc1cccc(Br)c1)Cc1ccccc1
→ i | i | -6.1 | i | i | i | i | i | i | i | i
> CC(C)(C)NC(=O)C(c1ccco1)N(C(=O)Cn1nnc(-c2ccc(F)cc2)n1)c1ccccc1F (stereo not drawn)
→ i | i | -13.0 | i | i | i | i | i | i | i | i
> O=C(CSc1ccc(-c2ccccn2)nn1)Nc1nccs1
→ i | i | -7.5 | i | i | i | i | i | i | i | i
> O=c1cc[nH]c2c(C(F)(F)F)cccc12
→ i | i | -4.7 | i | i | i | i | i | i | i | i
> CC(=O)Nc1ccc(S(=O)(=O)N2CCN(Cc3ccncc3)CC2)cc1
→ i | i | -12.9 | i | i | i | i | i | i | i | i
> Cc1ccc(C(=O)CN2CCN(c3ccccn3)CC2)c(C)c1
→ . | i | -10.9 | i | . | i | i | i | i | i | .
> CC(C)(C)c1csc(NC(=O)c2cccnc2)n1
→ i | i | -4.7 | i | i | i | i | i | i | i | i
> Cc1ccc(-n2nnnc2-c2cnc(N3CCCC3)nc2C(F)(F)F)cc1
→ i | i | -9.2 | i | i | i | i | i | i | i | i
> O=C1CC(C(=O)Nc2ccc(C(=O)N3CCOCC3)cc2)C2(CCCCC2)O1 (stereo not drawn)
→ i | i | . | . | i | . | . | i | . | . | i
> O=S(=O)(c1ccccc1C(F)(F)F)N1CCN(S(=O)(=O)c2ccccc2C(F)(F)F)CC1
→ i | i | -9.7 | i | i | i | i | i | i | i | i
> C=CCc1cccc(C=Nc2c[nH]c(=O)[nH]c2=O)c1O
→ i | i | -6.9 | i | i | i | i | i | i | i | i
> Cc1cccc(NC(=O)N2CCCC2C(=O)Nc2ccccc2)c1 (stereo not drawn)
→ i | i | -10.2 | i | i | i | i | i | i | i | i
> Cc1ccc(S(=O)(=O)N2CCCC(C(=O)NCc3ccccn3)C2)cc1 (stereo not drawn)
→ i | i | -7.3 | i | i | i | i | i | i | i | i
> CCN(CC)C(=O)C1CCCN(c2ccc([N+](=O)[O-])cc2/C=N/NC(=O)c2cccc(Br)c2)C1 (stereo not drawn)
→ i | i | -8.2 | -12.5* | i | i | i | i | i | i | 100*
> COc1ccc(C/C(N)=N/OC(C)=O)cc1OC
→ i | i | -5.4 | i | i | i | i | i | i | i | i
> CC1(C)CC(=O)C2=C(C1)N(c1ccc(F)cc1)C(=O)NC2(C(F)(F)F)C(F)(F)F
→ i | i | -2.6 | i | i | i | i | i | i | i | i
> Cc1nc2nc[nH]n2c(=O)c1NC(=O)CCc1ccccc1
→ i | i | -0.2 | i | i | i | i | i | i | i | i
> Cc1cccc(N(C(=O)c2snc(C(N)=O)c2N)C(C(=O)NCC2CCCO2)c2ccc3ncccc3c2)c1 (stereo not drawn)
→ i | i | -9.9 | i | i | i | i | i | i | i | i
> C=CCn1c(Cc2nc3ccccc3[nH]2)n[nH]c1=S
→ i | i | -12.2 | i | i | i | i | i | i | i | i
> CC(=O)[C@H]1[C@H](C#N)C[C@H]2[C@@H]3CC=C4C[C@@H](O)CC[C@]4(C)[C@H]3CC[C@@]21C
→ i | i | -4.5 | i | i | i | i | i | i | i | i

Single values from the entries so far.
C=CCc1cccc(C=Nc2c[nH]c(=O)[nH]c2=O)c1O | hERG rescue = -6.9
CC(C)(C)c1csc(NC(=O)c2cccnc2)n1 | hERG rescue = -4.7
